PMI inhibition: human PMI inhibitors, high substrate, primary screen, biochemical, fluorescence intensity, high mannose 6-phosphate (AID 1220) | Mannose-6-phosphate isomerase (Homo sapiens) | recombinant PMI enzyme, coupled fluorescence intensity; higher % means a stronger effect | inhibition, % at 20 µM, or IC50 in µM where a hit was titrated | 0.66% of 190,000 active
Hep lipid drop: inhibitors of hepatocyte lipid droplet formation, primary screen, imaging, high-throughput imaging, BODIPY stain; AML12 mouse hepatocytes, oleate lipid droplets; inhibition, % at 6.5 µM; 0.4% of 240,000 active;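 active = lipid droplet intensity inhibited by at least 50%, with more than 500 cells counted; inconclusive = wells with under 300 cells, treated as cytotoxic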
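Assay system: AML12 hepatocytes (mouse) / Also added: 100 µM oleic acid challenge / Times: overnight treatment with compound plus oleate / Detection: high-content imaging of BODIPY-stained droplets and DAPI nuclei / Evaluation: % inhibition of lipid droplet signal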
TNAP activators: human TNAP enzyme activators, primary screen, biochemical, luminescent, no phosphate acceptor, uHTS (AID 1001) | Alkaline phosphatase, tissue-nonspecific isozyme (Homo sapiens) | purified TNAP, luminescent activation assay, no phosphate acceptor; higher activation fold means a stronger effect | one-dose activation fold at 20 µM; EC50 in µM for titrated hits | 0.03% of 200,000 active; in the data active = activation fold from about 3, or a potency from the dose series; inactive = the rest, 99 in 100 with activation fold below about 1.6; note: many of its hits are not listed in these tables
Myeloid diff 2: induction of myeloid progenitor differentiation, primary screen, cell-based, flow cytometry, MLPCN library | calls only at 10 µM | ER-HoxA9 myeloid progenitors, lysozyme-GFP differentiation | AID 624256, 2012 | 1% of 360,000 active;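 active = normalized GFP-positive differentiation at or above the plate's own cutoff, the solvent-only control mean plus 3 SD; inconclusive = no clear call, values can overlap the other calls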;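 note: cells exposed to compound for four days before flow analysis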
CSM14.1 death rescue: rescue of cells from ER stress-induced death, primary screen, 384-well, CSM14.1, thapsigargin, ATP luminescence (AID 1222); CSM14.1 thapsigargin-induced death rescue, ATP luminescence; higher % means a stronger effect; one-dose cellular ATP content (survival), % at 20 µM; EC50 in µM for titrated hits; 190,000 tested, under 10 active;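 active = EC50 below 50 µM in the dose-response confirmation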;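 note: death triggered by thapsigargin at about 15 µM added after 2 h compound pretreatment; cell ATP read after overnight thapsigargin exposure of roughly 18 to 22 hours; normalized against plate controls of thapsigargin alone and 5% DMSO vehicle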
UTI89 phage lysis: inhibition of K1F phage lysis, E. coli UTI89, bacterial capsule biogenesis inhibitors, alamar blue (AID 488966); E. coli UTI89 K1F phage lysis, alamar blue, 2 h; higher % means a stronger effect; inhibition, % at 100 µM, or IC50 in µM where a hit was titrated; 0.02% of 340,000 active;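 active = phage lysis inhibition, versus mean bacterial control, above a set limit; inconclusive = no clear call, values can overlap the other calls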;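 note: capsule biogenesis inhibitors block K1F phage lysis so surviving cells raise fluorescence; higher fluorescence means more inhibition of phage lysis; actives were called in the ten point dose series up to 300 µM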
WT yeast gro inh: growth inhibition of WT strain, primary screen, mitochondrial fusion inhibitor project, WT and mutant strains, chemical genetic. mitochondrial fusion phenotypic screen. 2.1% of 190,000 active. AID 1362, 2008. inhibition, % at 10 µM; in the data active = inhibition above about 58%; tested in S. cerevisiae
PMI inhibitors: inhibitors of human PMI, primary screen, biochemical, fluorescence intensity, coupled assay (AID 1209); Mannose-6-phosphate isomerase (Homo sapiens); purified PMI enzyme, coupled fluorescence intensity; higher % means a stronger effect; inhibition, % at 20 µM, or IC50 in µM where a hit was titrated; 0.42% of 190,000 active;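 note: plate controls were DMSO vehicle for no effect and wells lacking substrate for full effect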
P. falciparum M1AAP: P. falciparum M1AAP inhibitors, biochemical, fluorogenic H-Leu-NHMec substrate, 1536-well (AID 1445); Aminopeptidase N (Plasmodium falciparum (isolate 3D7)); recombinant M1AAP, H-Leu-NHMec fluorogenic kinetic assay; higher % means a stronger effect; one-dose inhibition, % at 30 µM; IC50 in µM for titrated hits; 0.42% of 220,000 active;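 active = primary inhibition above the hit cutoff, then over 50% inhibition at one or more dose response concentrations, cut at about 23% in these data, passing the limit was not always enough; inconclusive = conflicting primary data, or primary hits not chosen for dose response; inactive = low primary inhibition, or under 50% at every dose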;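 note: plate controls were DMSO full reaction for no effect and no enzyme background for full effect; strong numbers were not always called active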
WT yeast gro inh mutant strain: further read-out of WT yeast gro inh, marked with its call; inhibition, %; mitochondrial fusion phenotypic screen, mutant strain inhibition
Hep lipid drop cells 6.5 µM: recorded beside Hep lipid drop, whose call it bears; cell count; measured here: cell count, cytotoxicity flag;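 cells counted across two imaged fields per well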
Myeloid diff 2 GFP+ MAC1+ %: second read-out of Myeloid diff 2, no call of its own (marks repeat the call); GFP+ MAC1+ double positive, %; measured here: differentiation confirmed by MAC1 staining
Active calls of the source: *; i = inactive; ? = inconclusive; . = no result given; [ ] = dose if it differs, or a comment. Cut-off read from the data, not from the text of the source, unless noted: active = inhibition above about 50%; inactive = the rest.

SMILES | PMI inhibition | Hep lipid drop | Hep lipid drop cells 6.5 µM | TNAP activators | Myeloid diff 2 | Myeloid diff 2 GFP+ MAC1+ % | CSM14.1 death rescue | UTI89 phage lysis | WT yeast gro inh | WT yeast gro inh mutant strain | PMI inhibitors | P. falciparum M1AAP
O=c1[nH]nc(Sc2ncnc3sccc23)n1CCc1ccccc1 | 4.1% | . | . | 1 | i | 0.9 | 2.4% | -3.2% | -9.7 | -11.6 | 1.4% | 4.4%
N#CC(C#N)=C(Nc1ccc(F)cc1)SCc1cccc(F)c1 | 15.6% | -2.1 | 653 | 1.1 | i | 0.8 | 7.0% | 8.3% | 53.2 | 37.7 | 11.5% | 2.6%
Cc1ccc(NC(=O)O/N=C/c2c(C)nn(C(C)(C)C)c2C)cc1Cl | . | 6.6 | 756 | . | i | 0.3 | . | -0.4% | . | . | . | 4.1%
CS(=O)(=O)NCC(c1cccnc1)N1CCN(c2ccccc2F)CC1 (stereo unspecified) | . | -5.2 | 736 | . | i | 0.6 | . | 0.1% | . | . | . | -0.9%
CN1CCc2nc(SCCOc3ccccc3)c(C#N)cc2C1 | 12.9% | -32.9 | 719 | 1.1 | i | 5.9 | . | 0.6% | -2.8 | 0.8 | 16.5% | 2.5%
CCOC(=O)CSc1nnc(-c2cccc(Br)c2)o1 | 2.0% | . | . | 1.1 | i | 0.8 | 1.5% | 1.7% | 8.3 | 8.7 | 0.8% | 2.0%
Cc1sc2nc3c(C(=O)N4CCCC4)cc(C(=O)c4ccccc4O)cn3c(=O)c2c1C | 7.7% | 1.7 | 751 | 1 | i | 0.4 | 3.4% | 0.2% | 24.7 | 26.1 | -11.7% | 17.2%
O=C(CN1C(=O)c2ccccc2S1(=O)=O)NC1CCCC1 | 15.8% | -5.6 | 631 | 1 | i | 13.6 | -3.6% | 0.0% | 28.0 | 35.0 | 14.1% | 0.3%
CC(C)CC(NC(=O)CNC(=O)C1O[C@@H]2OC(C)(C)O[C@@H]2[C@H]2OC(C)(C)O[C@@H]12)C(=O)O (stereo partly specified) | -3.3% | -4.3 | 627 | 1.1 | i | 0.3 | -4.8% | 0.5% | 5.7 | 5.8 | -19.6% | -5.9%
O=C(Cn1cccc1C(=O)c1ccccc1)NCc1ccccc1 | 6.4% | . | . | 1.1 | i | 2.3 | -1.5% | -0.2% | 9.5 | 14.2 | 6.0% | 9.6%
O=c1cc(NC2CCCCC2)c2ccccc2o1 | -7.3% | 1.0 | 747 | 1 | i | 1.6 | -0.2% | 0.3% | 12.4 | 14.9 | -3.6% | 3.7%
Cc1[nH][nH]c(=O)c1N=Nc1ccccc1C#N | -0.7% | -9.1 | 617 | 0.8 | . | . | -0.2% | . | -6.6 | 5.2 | -8.9% | 8.1%
O=C1CCN(S(=O)(=O)c2ccccc2)CCN1CCOCc1ccc(F)cc1 | . | 18.4 | 696 | . | i | 1.9 | . | 0.4% | . | . | . | -1.2%
COc1cccc(-c2nc(C(N)=O)c3[nH]c(=O)n(-c4ccccc4)c3n2)c1OC | 20.5% | 11.3 | 678 | 1.1 | i | 1.7 | -1.7% | -0.8% | 2.8 | -5.5 | 11.7% | 6.3%
CC(C)(C)c1ccc(C(=O)CSc2ncn[nH]2)cc1 | 46.2% | -10.3 | 627 | 1 | i | 6.4 | . | -1.2% | -14.5 | -14.1 | 6.08µM* | 14.0%
O=C(c1ccco1)c1cn(CC(=O)N2CCCCC2)c2ccccc12 | 13.7% | . | . | 1.1 | i | 0.8 | -0.7% | 0.3% | -2.4 | -3.5 | 12.3% | 16.0%
COc1ccccc1N1CCN(C(=O)Cc2c(C(=O)O)[nH]c3ccc(Cl)cc23)CC1 | 5.5% | 17.4 | 733 | 1.1 | i | 0.2 | . | -1.3% | 10.6 | 8.5 | -6.0% | -0.2%
CC1C(=O)NC(=O)C1c1ccccc1 (stereo unspecified) | . | 10.8 | 712 | . | i | 0.9 | . | 0.7% | . | . | . | -3.9%
O=C(c1cccs1)N(CC1CCCO1)c1nc(-c2ccccc2)cs1 (stereo unspecified) | 6.1% | . | . | 1.1 | i | 2.0 | -1.6% | -0.4% | 37.6 | 0.8 | 5.5% | -4.2%
C=CCNc1nnc(SCC(=O)N2CCCCC2)c2ccccc12 | 9.5% | . | . | 1.1 | i | 11.0 | 0.0% | -1.1% | -15.3 | -6.8 | 4.8% | 6.2%
CCN=C1SC(C(N)=O)CC(=O)N1CC (stereo unspecified) | -4.6% | . | . | 1 | i | 0.5 | -0.3% | 0.6% | -4.3 | 3.3 | -0.6% | -1.4%
Cc1nnc(SCC(=O)Nc2nccs2)s1 | -5.1% | -1.2 | 728 | 1.1 | i | 1.1 | -1.5% | 2.9% | -7.9 | -0.2 | -4.4% | -5.1%
N#CCC(=O)Nn1c(=S)[nH]c2ccccc2c1=O | 10.7% | -1.8 | 780 | 1.1 | i | 0.7 | -1.0% | 0.1% | -5.9 | 1.0 | 7.0% | -0.3%
COc1ccc(C(=O)OCC(=O)Nc2cc(S(=O)(=O)N3CCOCC3)ccc2N2CCCC2)cc1 | 3.6% | -9.0 | 697 | 1.1 | i | 0.3 | -0.4% | -1.0% | -6.3 | 5.7 | -3.5% | 9.5%
OCCC1CN(Cc2ccccc2-c2ccco2)CCN1Cc1ccccc1 (stereo unspecified) | 15.6% | -9.9 | 732 | 1 | i | 0.8 | -2.7% | -0.1% | 19.6 | 3.9 | 6.2% | 2.3%
COc1ccc(CCNC(=O)c2cc(S(=O)(=O)N(C)c3ccccc3)ccc2Cl)cc1 | 6.4% | -34.4 | 645 | 1.1 | i | 0.8 | -3.6% | 0.5% | 11.6 | 11.9 | 4.6% | 2.8%
Cc1ccc(NCc2ccccc2O)c(C)c1 | 4.6% | 1.2 | 788 | 1.1 | i | 0.2 | -1.9% | -0.8% | -3.0 | -12.9 | 2.8% | 8.7%
COc1ccccc1C(=O)NC(=S)/C=C1/N(C)c2ccccc2C1(C)C | -7.8% | 3.7 | 695 | 0.7 | ? | . | -2.9% | 6.0% | 77.5* | 14.6* | 10.1% | 3.2%
CC(=O)Nc1ccc(S(=O)(=O)Nc2ccc(N3CCOCC3)cc2)cc1 | 3.5% | -1.3 | 738 | 1.1 | i | 2.2 | 2.0% | 0.9% | 1.9 | 3.0 | 9.4% | 4.9%
COc1ccc(N(C(=O)c2ccc(Br)o2)C2C=CS(=O)(=O)C2)cc1 (stereo unspecified) | -0.5% | . | . | 1.1 | i | 1.0 | 14.5% | -0.5% | 2.4 | 11.3 | -3.0% | 10.3%
Cc1nn(-c2ccccn2)c(N)c1N=O | . | 22.5 | 736 | . | i | 0.2 | . | 4.5% | . | . | . | 8.3%
Cc1ccc(C(=O)OC/C(O)=C(\C#N)c2nc3ccccc3[nH]2)cc1S(=O)(=O)N1CCOCC1 | 2.7% | -7.2 | 501 | 1 | i | 0.3 | 0.4% | 2.1%[50 µM] | -3.4 | 15.6 | 3.9% | -1.1%
Clc1ccccc1CSC1=NCCCN1 | -0.2% | 2.4 | 832 | 1.1 | i | 0.1 | -1.8% | 0.1% | -10.9 | -11.6 | 0.3% | -2.2%
Cc1ccccc1Cn1cnc2c(oc3ccccc32)c1=O | -5.2% | -6.3 | 762 | 1.1 | i | 0.3 | -1.2% | 0.1% | -4.8 | 1.0 | -4.6% | 0.4%
C/C(CCc1ccc2c(c1)OCO2)=N\NC(=O)c1ccccc1 | -3.9% | . | . | 1.1 | i | 0.2 | -0.2% | 0.1% | 3.1 | 1.9 | -8.2% | -2.6%
O=C(C[n+]1ccccc1)Nc1ccc(Oc2ccccc2)cc1 | 22.7% | 3.5 | 729 | 1 | i | 1.0 | -1.8% | 0.5% | 6.9 | -5.9 | 11.7% | 1.2%
CCN(CC(=O)Nc1ccc(C(=O)Nc2ccc(OC)cc2)cc1)Cc1nc2ccccc2c(=O)[nH]1 | . | -10.1 | 735 | . | i | 0.3 | . | -1.0%[50 µM] | . | . | . | 2.5%
O=C(COC(=O)c1ccccc1Nc1ccccc1F)c1ccccc1 | . | 3.3 | 769 | . | i | 0.5 | . | 0.1% | . | . | . | 9.1%
CCOc1ccc(NC(=O)COc2ccc(C(=O)NC3CCCc4ccccc43)cc2OC)cc1 (stereo unspecified) | 11.9% | -5.5 | 624 | 1.3 | i | 0.8 | -3.0% | 4.5% | -10.6 | -2.5 | 10.6% | 4.0%
COc1ccc(C(=O)C2CCCN(Cc3cnc(N4CCCC4)s3)C2)cc1OC (stereo unspecified) | 13.2% | -21.7 | 681 | 1 | i | 0.2 | 1.0% | -0.2% | 3.5 | 7.4 | 16.8% | -0.1%
CCCN(CCC)c1nc(Cl)nc(NCCN2CCOCC2)n1 | 10.4% | -4.1 | 676 | 1.1 | i | 0.3 | 0.0% | -0.2% | -11.1 | -2.7 | 8.7% | 5.4%
CN(C)C(=O)c1c2c(nc3ccccc13)-c1ccccc1CC2 | 22.3% | . | . | 1 | i | 0.7 | -2.3% | 0.8% | 2.0 | 0.4 | -6.2% | -8.8%
O=[N+]([O-])c1ccc(/C=N/n2c(-c3cccnc3)n[nH]c2=S)cc1 | 11.9% | -6.6 | 621 | 0.8 | i | 0.4 | -3.0% | 3.5% | -6.4 | 15.1 | 12.8% | 6.0%
COc1ccc(C2CC(c3cccc(C)c3)n3ncnc3N2)cc1 (stereo unspecified) | 12.0% | -2.3 | 627 | 1.1 | i | 1.8 | -2.2% | 2.0% | -10.4 | -6.5 | 10.3% | 11.0%
O=C(Nc1ccc(N2CCCCC2)c(C(=O)O)c1)c1ccco1 | 0.8% | 8.3 | 736 | 1.1 | i | 1.0 | -2.3% | 1.1% | 15.3 | -10.3 | 5.3% | 7.0%
CC(C)(C)OC(=O)N1CCC(C(=O)N2CCCCCC2)CC1 | -5.0% | -3.9 | 716 | 1.1 | i | 0.8 | -2.2% | 1.8% | -9.4 | 16.2 | 0.9% | 6.3%

Screening results from PubChem BioAssay.
